Compound activity from PubChem BioAssay.
MOR-DOR ag: agonists of OPRM1-OPRD1 heterodimerization, primary screen, cell-based, luminescence. cells. activation, % at 9.3 µM. Mu-type opioid receptor (Homo sapiens) + Delta-type opioid receptor (Homo sapiens), …. 0.3% of 340,000 active. AID 504326, 2011; in the data active means activation above about 18%;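 further: 0% = vehicle-treated cells and 100% = reference agonist; values of inactives mirror those of a sister screen read the other way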
HTR5A inv ctr: HTR5A inverse agonists in luminescence cell assay, primary screen, counter-screen for OPRM1-OPRD1 heterodimer inverse agonist project, full-deck HTS. 5-hydroxytryptamine receptor 5A (Homo sapiens), P47898. HTR5A cell line, inverse agonism. inhibition, % at 9.3 µM. 0.083% of 340,000 active. AID 504634, 2011; in the data active means inhibition mostly above about 23%, no sharp cut-off; inactive means mostly below about 18%;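 further: 0% = cells with DMSO and 100% = no-cell wells with DMSO; some compounds called inactive have numbers as strong as hits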
Target sequence (P47898 whole entry, looked up): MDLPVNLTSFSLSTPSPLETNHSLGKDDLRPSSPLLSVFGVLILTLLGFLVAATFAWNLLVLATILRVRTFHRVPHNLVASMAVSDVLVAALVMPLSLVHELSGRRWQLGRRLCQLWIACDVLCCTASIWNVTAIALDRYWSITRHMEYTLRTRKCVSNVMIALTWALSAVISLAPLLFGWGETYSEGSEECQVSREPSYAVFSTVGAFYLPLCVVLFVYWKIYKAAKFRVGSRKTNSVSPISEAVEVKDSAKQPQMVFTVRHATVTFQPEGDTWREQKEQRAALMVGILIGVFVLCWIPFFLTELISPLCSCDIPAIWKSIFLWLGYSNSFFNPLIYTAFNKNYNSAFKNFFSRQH
RTF Ca sens inh: cardiac RTF calcium sensitivity inhibitors, primary screen, biochemical, IANBD-TnC fluorescence, EC70 calcium; inhibition, % at 7.15 µM; 0.12% of 340,000 active; IANBD-labeled cardiac RTF, Ca2+ fluorescence; Troponin I, cardiac muscle (Homo sapiens) + Troponin T, cardiac muscle (Homo sapiens) + …;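 active means inhibition above the mean inhibition of all tested compounds plus 3 SD, cut at about 17% in these data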;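 further: assay run at fixed EC70 calcium of 1.6 mM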
V-ATPase pH: regulators of yeast V-ATPase proton pumping, primary screen, pHLuorin cytosolic pH fluorescence; S. cerevisiae; response, % at 10 µM; 0.37% of 350,000 active; in the data active means response mostly above about 7.3%, no sharp cut-off; inactive means mostly below about 5.4%; further: actives read high; inactives centre near 0; some compounds called inactive have numbers as strong as hits; reference of the scale not given here
C-LANA FP: inhibitors of KSHV C-LANA binding to DNA, primary screen, biochemical, fluorescence polarization, FAM-LBS DNA, MBP-C-LANA, single point. inhibition, % at 9 µM. 0.078% of 340,000 active. AID 504423, 2011;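 active means highest replicate inhibition at or above 60% at 9 µM, even if other replicates fall short; inactive means all replicates below 60% inhibition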;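 further: 0% = neutral control wells and 100% = 4 µM acridine orange control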
cardiac RTF act: cardiac RTF calcium sensitivity activators, primary screen, biochemical, IANBD-TnC fluorescence, EC20 calcium; IANBD-labeled TnC RTF fluorescence at EC20 calcium; 0% EC20 calcium, 100% full calcium; activation, % at 7.2 µM; 0.24% of 340,000 active; AID 493008, 2010;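 active means activation above the mean over all tested compounds plus 3 SD, cut at about 30% in these data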;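 further: rise in fluorescence read as greater calcium sensitivity of cardiac thin filaments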
CAL PDZ FP: untagged CAL PDZ binding inhibitors, primary screen, biochemical, fluorescence polarization, HTS; Golgi-associated PDZ and coiled-coil motif-containing protein (Homo sapiens), Q9HD26; 0.92% of 300,000 active; inhibition, % at 24.9 µM; purified CAL PDZ, TMR-peptide fluorescence polarization, 1 h;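 active means mean inhibition of at least 30% with at least half of replicates also reaching 30%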;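 further: 0% = DMSO neutral control and 100% = excess unlabeled competitor peptide PRC23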
HTR5A ag ctr: HTR5A agonists in luminescence cell assay, primary screen, counter-screen for OPRM1-OPRD1 heterodimer agonist project, full-deck HTS; cell-based; 5-hydroxytryptamine receptor 5A (Homo sapiens), P47898; activation, % at 9.3 µM; 0.61% of 340,000 active; AID 504692, 2011; in the data active means activation mostly above about 9.5%, no sharp cut-off; inactive means mostly below about 7.6%;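 further: 0% = cells with vehicle only and 100% = reference agonist; strong numbers were not always called active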
OPRM1-OPRD1 inv: inverse agonists of MOR-DOR heterodimerization, primary screen, cell-based, luminescence | inhibition, % at 9.3 µM | AID 504357, 2011 | Mu-type opioid receptor (Homo sapiens) + Delta-type opioid receptor (Homo sapiens), … | cell-based MOR-DOR heterodimer luminescence, inverse agonism | 0.21% of 340,000 active; in the data active means inhibition above about 22%, passing the limit was not always enough;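 further: 0% = cells with DMSO and 100% = wells without cells with DMSO; values of inactives mirror those of a sister screen read the other way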
Keap1 Nrf2 FP: Keap1-Nrf2 protein-protein interaction inhibitors, primary screen, biochemical, fluorescence polarization, single point; Kelch-like ECH-associated protein 1 (Homo sapiens), Q14145; Keap1 Kelch-Nrf2 peptide fluorescence polarization, 1536-well; inhibition, % at 9.4 µM; 0.15% of 340,000 active; AID 504523, 2011; in the data active means inhibition above about 12%;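 further: human Keap1 Kelch domain with fluorescein labeled Nrf2 9mer peptide probe; 0% = neutral control wells and 100% = peptide positive control; higher means more block of Keap1 binding to Nrf2 peptide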
Target sequence (Q14145 whole entry, looked up, the tested form may be a part): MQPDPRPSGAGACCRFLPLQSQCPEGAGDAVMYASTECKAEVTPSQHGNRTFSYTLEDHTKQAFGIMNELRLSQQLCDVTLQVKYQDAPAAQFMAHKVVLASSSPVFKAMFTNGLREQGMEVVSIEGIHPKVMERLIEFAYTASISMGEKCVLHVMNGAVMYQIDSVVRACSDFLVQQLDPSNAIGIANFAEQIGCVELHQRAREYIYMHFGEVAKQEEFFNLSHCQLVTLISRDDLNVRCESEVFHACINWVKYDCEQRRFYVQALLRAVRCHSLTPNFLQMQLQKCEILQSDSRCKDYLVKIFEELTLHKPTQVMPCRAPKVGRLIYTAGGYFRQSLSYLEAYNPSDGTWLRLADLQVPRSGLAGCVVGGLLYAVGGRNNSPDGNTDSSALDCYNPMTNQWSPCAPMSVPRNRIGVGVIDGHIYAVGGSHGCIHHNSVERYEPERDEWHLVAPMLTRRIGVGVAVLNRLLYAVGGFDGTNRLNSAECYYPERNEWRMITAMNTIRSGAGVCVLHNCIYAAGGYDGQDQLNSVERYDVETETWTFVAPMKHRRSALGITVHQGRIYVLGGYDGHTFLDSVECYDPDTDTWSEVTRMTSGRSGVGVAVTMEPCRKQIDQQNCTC
An asterisk follows results filed as active; . = no result given. Random draw from the library; any-hit rate near 2.8%.

SMILES	MOR-DOR ag	HTR5A inv ctr	RTF Ca sens inh	V-ATPase pH	C-LANA FP	cardiac RTF act	CAL PDZ FP	HTR5A ag ctr	OPRM1-OPRD1 inv	Keap1 Nrf2 FP
CC(C)CN(C(=O)CC1OC(=O)c2ccccc21)c1c(N)n(Cc2ccccc2)c(=O)[nH]c1=O (stereo not drawn)	-3.0	-5.3	1.6	4.3	.	-9.7	3.9	2.0	15.8	.
O=C(CCCn1c(=O)c2sccc2n(CC(=O)NCc2ccco2)c1=O)NCc1ccco1	-1.5	-10.8	-9.5	-1.2	-1.9	-2.1	-3.2	2.1	8.0	-6.0
O=C(c1cc(-c2cccs2)nc2ccccc12)N1CCN(S(=O)(=O)c2cccc(F)c2)CC1	0.1	2.5	0.9	-1.4	-3.1	5.4	-3.6	-0.7	-0.3	-6.7
CCCC1S/C(=N/N=C/c2ccco2)NC1=O (stereo not drawn)	-1.7	2.0	-4.3	2.4	-1.5	1.7	-6.7	-0.6	9.0	-4.7
CC(=O)NCCc1nc2cc(NS(=O)(=O)c3ccc(Cl)cc3)ccc2n1C	-1.9	-8.7	-6.2	4.8	0.2	-0.8	.	-2.0	9.8	-1.4
Cc1cc(C)n(-c2nncn2/N=C/c2ccccc2F)n1	-1.3	14.8	0.0	-3.1	-1.9	7.9	-4.8	1.7	7.8	-3.6
CCOC(=O)/C(C#N)=C1/SC(CC)C(=O)N1c1ccc(Br)cc1 (stereo not drawn)	-3.4	22.6	-10.5	-2.8	-0.5	4.4	4.8	-5.4	17.7	-3.4
Cc1ccccc1NC1=NC(=S)N(c2ccccc2)C12CCOC(C)(C)C2 (stereo not drawn)	0.5	-4.0	-11.3	6.3	-1.0	4.2	42.0*	1.3	-2.6	-0.2
COc1ccc(C(=O)NCC(=O)OCC(=O)Nc2sccc2C#N)cc1OC	-2.3	19.3	-3.0	-0.4	0.7	-3.0	61.5*	-1.4	12.2	-6.3
Cc1ccc(/C=C(\C#N)C(=O)NC(C)c2ccccc2)o1 (stereo not drawn)	-4.9	16.9	4.5	0.1	-0.2	0.5	-0.6	1.6	16.2	-11.5
Cc1onc(-c2ccccc2)c1C(=O)NC(=S)NNC(=O)c1ccc(O)cc1	-1.1	-0.3	-2.3	0.8	0.2	-4.0	0.2	3.0	7.4	-1.3
COCCCNC(=O)CCn1c(=O)c2ccccc2n(CC(=O)NCCC2=CCCCC2)c1=O	1.3	5.0	0.2	7.4	2.0	2.1	0.4	6.1	-6.9	-0.3
COc1ccc(S(=O)(=O)N2CCCCCC2)cc1NC(=O)CN(C)Cc1ccc2c(c1)OCO2	-2.6	0.7	-2.3	1.6	0.2	1.8	1.9	4.8	10.1	-3.5
Cn1c(SCC(=O)NCCc2ccccc2)nnc1C1CCCCC1	0.6	-2.8	-7.7	-4.3	-0.2	-3.3	-2.6	1.1	-4.8	-0.9
O=C(Nc1ccncc1)c1ccc2ccccc2c1	1.1	18.7	-4.6	4.7	0.8	-5.3	3.9	4.0	-5.2	-4.2
CCc1ccc(OCCOCC(O)CNC(C)(C)C)cc1 (stereo not drawn)	-2.2	-8.6	-4.4	-0.4	1.6	-2.8	-0.9	1.9	11.9	-0.5
COc1ccc(OCCn2cc(/C=C(\C#N)C(=O)NCc3ccco3)c3ccccc32)cc1	0.3	0.1	-8.7	-2.0	2.9	7.0	3.6	0.0	-1.4	-1.0
CCC(CC)C(=O)Nc1nnc(S(=O)(=O)N(CC)c2ccc(OC)cc2)s1	3.5	-3.2	1.5	1.5	-1.7	-6.2	0.8	0.9	-16.6	-1.1
O=C(COC(=O)c1ccc(NS(=O)(=O)c2ccc3c(c2)OCCO3)cc1)NCC1CCCO1 (stereo not drawn)	-1.6	2.5	4.9	-0.9	-0.6	-1.2	-6.4	3.7	10.2	0.0
CCOC(=O)c1oc2ccc(Cl)cc2c1NC(C)=O	-2.5	-26.1	-10.7	1.0	0.3	6.3	.	2.8	12.5	-5.3
Cc1ccc(C)c(OCCC(=O)NNC(=O)c2cc(C)oc2C)c1	-0.1	9.7	-1.8	0.2	-0.6	0.9	4.3	-3.9	0.2	1.0
Cc1ccsc1/C=N/NC(=O)c1nnn(-c2nonc2N)c1-c1ccc2c(c1)OCO2	-3.9	11.1	-3.3	-3.8	1.4	-3.1	2.2	0.2	20.0	5.8
O=C(COc1ccccc1Cl)c1ccc[nH]1	-1.6	-1.1	-1.5	1.4	3.7	3.2	-1.2	0.4	7.9	-1.7
CN1CCN(CCCCOc2ccccc2-c2ccccc2)CC1	-0.2	12.1	-16.2	-2.8	0.2	-5.5	-0.9	-1.3	1.5	1.9
Cc1nn(CC(=O)N2CCC(C)CC2)c(=O)c2cccn12	-1.8	6.7	-5.5	2.4	0.7	-2.5	-1.2	-1.8	9.0	0.6
O=C(c1ccsc1)N1CCCC(N2CCOCC2)C1 (stereo not drawn)	-0.3	-5.5	-7.1	-2.9	1.3	5.3	-1.1	-0.1	1.4	2.4
COc1ccccc1C1/C(=C(\O)c2ccc3c(c2)OCCO3)C(=O)C(=O)N1CCCn1ccnc1 (stereo not drawn)	-1.9	5.0	-7.1	0.9	0.6	5.0	1.6	2.4	9.8	-2.0
COCCNC(=O)C(c1ccc(OC)cc1)N(C(=O)Cn1nnc2ccccc21)c1cccnc1 (stereo not drawn)	-0.1	0.6	-14.8	-0.3	2.6	-1.6	-2.7	-0.2	0.3	4.7
CC(=O)Nc1ccc(N=Nc2ccccc2)cc1	-2.7	11.5	-6.7	-4.8	1.2	-2.2	-1.7	-4.3	16.1	0.5
S=C(NNc1nc(Nc2ccccc2)nc(N2CCCCC2)n1)NC1CCCCC1	3.8	-1.8	-10.7	-1.2	0.1	3.4	2.4	0.6	-22.0	-2.9
Cc1ccc(NC(=O)C2=C(O)CCn3c2nc2ccccc23)cc1	-1.3	-27.2	-2.1	-0.5	2.4	2.1	1.3	0.4	7.6	-2.3
Cc1cc(Oc2ccc(=O)n(C)n2)nc(Oc2ccc(=O)[nH]n2)n1	-2.6	-10.1	-10.6	-0.7	-0.4	10.3	-2.6	3.6	14.0	-1.5
BrC(=C\c1ccccc1)/C=N/N1CCN(c2ccccc2)CC1	0.7	9.6	2.3	-1.9	0.6	-3.1	-0.2	-3.9	-3.3	-1.3
Cc1ccc(-c2cc(C(=O)NCCN3CCOCC3)c3ccccc3n2)o1	1.4	12.2	-2.6	-0.4	1.8	3.7	1.1	4.2	-4.4	-3.3
Cc1nc(C)c(-c2ccc(SCc3cccc(F)c3)nn2)s1	1.9	-10.7	-22.8	-0.1	-1.5	3.2	1.5	2.9	-9.7	-2.7
Clc1ccc(COn2nnc3ccccc32)c(Cl)c1	5.5	-51.5	-1.0	5.8	-1.8	-7.0	-2.4	-2.5	-31.0	-3.8
CCOC(=O)Cc1csc(NC(=O)c2ccco2)n1	-1.9	9.1	-13.1	7.6	0.7	-1.8	.	1.3	10.9	-4.5
Cc1nc(N2CCN(c3ccccc3)CC2)nc2c1C(=O)CC(C)C2 (stereo not drawn)	5.3	-4.1	-2.6	0.9	-0.1	-1.5	-2.5	1.6	-26.6	1.9
O=C(CN1CCCCC1)NNC(=O)c1ccc([N+](=O)[O-])cc1	-3.7	-3.9	-2.8	-2.0	2.3	-2.2	11.5	-4.5	19.2	-2.2
CCCCn1c(C(C)NC(=O)c2cccs2)nc2ccccc21 (stereo not drawn)	-2.3	-17.1	-12.3	2.0	0.3	-5.1	9.2	6.3	13.7	-4.9
O=C(Oc1cccnc1)c1ccc(Cl)cc1	-1.6	4.8	-6.1	-1.4	-1.2	1.8	2.6	-1.8	7.0	-3.5
Cc1ccc(NC(=O)COc2ccc(/C=C3/SC(=Nc4ccccc4)N(Cc4cccnc4)C3=O)cc2)cc1	-1.6	18.0	-6.8	-0.8	2.5	4.7	0.2	-7.4	7.6	-4.0
Cn1c(SCc2c(F)cccc2Cl)nc2ccccc2c1=O	-2.8	-3.6	3.9	6.4	0.8	-2.7	-5.1	1.5	11.2	-7.4
Cc1cc(NS(=O)(=O)c2ccc(NC(=O)C(C)Oc3ccc(Cl)cc3)cc2)no1 (stereo not drawn)	-0.8	-23.1	0.1	-1.6	0.3	-6.6	5.2	0.8	4.0	-0.1
CC(C)C[C@H]1CN=C(Nc2ccccc2)N1CC1CCC1	-1.2	-28.8	-34.4	-9.2	0.8	0.0	-0.9	-1.0	5.5	1.5
COc1ccc(S(=O)(=O)Cc2ccc(C(=O)NCCCN3CCc4ccccc4C3)o2)cc1	-0.5	10.7	-15.7	-0.7	-2.5	-0.5	5.1	-3.9	2.6	-3.1
C(=C\c1ccccc1)/C=N/n1cnnc1	1.5	4.6	-5.7	1.3	2.0	-0.8	.	-6.3	-7.4	7.2
Cc1cc(=O)[nH]c(SCCOc2ccc(OC(C)C)cc2)n1	0.2	2.2	-0.9	-0.9	3.0	-3.3	-1.5	-1.4	-1.1	-2.5
COc1ccc(-c2noc(CCC(=O)N3CCN(c4ccccc4OC)CC3)n2)cc1	-2.2	-8.6	-3.0	0.1	1.1	-2.4	-5.9	2.5	11.0	-1.0
CC1CCC(N2CC(=O)N(Cc3ccc4c(c3)OCO4)C(c3ccc(F)cc3)C2=O)CC1 (stereo not drawn)	3.5	-46.2	2.0	1.4	-1.4	-1.5	.	2.8	-18.1	-1.1
C/C(N)=C(/C#N)C(=O)COC(=O)c1cc2c(s1)CCC(C)C2 (stereo not drawn)	1.0	-15.2	-4.7	3.2	0.1	5.4	-0.3	-1.3	-5.1	-0.9
CC(=O)c1cccc(NC(=O)CCc2nnc3ccc(N4CCN(C)CC4)nn23)c1	-4.4	-2.2	0.3	1.0	0.4	-5.9	0.6	-2.2	22.6	1.6
